Screens from PubChem BioAssay.
FXIIa inh 1536 = inhibitors of human coagulation factor XIIa. P00748. inhibition, % at 5 µM. 220,000 tested, 0.3% active. purified FXIIa, Boc-QGR-AMC fluorogenic substrate, 2 h. AID 800; in the data active means inhibition above about 40%;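 further: 0% = enzyme with no compound and 100% = blank without enzyme; many of its hits are not listed in these tables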
Rad51 HR inh = blocks human Rad51 in homologous recombination; Q06609; hRad51 DNA strand exchange, fluorescence dequenching; inhibition, % at 10 µM; 200,000 tested, 0.085% active; AID 1385;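 active means inhibition above 40% at the single screening dose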;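 further: 0% = DMSO control wells and 100% = blanks with heterologous ssDNA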
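material = hRad51 filaments on single-stranded DNA | reagent = Donor/quencher-labelled 47-bp dsDNA substrate | compound = 10 µM final, single point | schedule = strand-exchange reaction 15 min at room temperature | measured by = fluorescein emission 520 nm, excitation 485 nm | read-out basis = % inhibition versus plate control and blank means | benchmarks = plate controls and plate blanks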
p97 ATPase inh = inhibitors of human p97 ATPase; recombinant p97 ATPase, Kinase-Glo ATP luminescence, 3 h; inhibition, % at 8 µM; 220,000 tested, 0.42% active; in the data active means inhibition above about 15%;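 further: 0% = DMSO vehicle and 100% = wells lacking enzyme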
eIF4E 4G PPI = eIF4E/eIF4G interaction inhibition in translation initiation; 220,000 tested, 0.37% active; TR-FRET eIF4E-eIF4GI(517-606) binding, 2 h; P63073+Q04637; inhibition, % at 21.7 µM; AID 782;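 active means inhibition above about 30%, limit read from the data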;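 further: 0% = full FRET control wells and 100% = background wells lacking eIF4GI fragment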
Wee1 stabilizer = inhibitors of human Wee1 degradation; P30291; 220,000 tested, 1.2% active; AID 1321; reporter increase, % at 5 µM; HeLa Luc-Wee1K328M stability, luciferase luminescence; 100% = proteasome inhibitor MG132 effect;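 active means activation above the mean of all tested compounds plus 3 SD, set per screening run, cut at about 8.8% in these data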;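 further: cells exposed to compound for 20 h before luminescence read; 0% = DMSO alone and 100% = MG132 at 30 µM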
14-3-3 Bad PPI = disrupts binding of bovine 14-3-3 zeta to phospho-Bad peptide; P63103; TR-FRET 14-3-3zeta/Dy647-pBad peptide displacement, 1 h; inhibition, % at 21.7 µM; 220,000 tested, 0.71% active;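 active means inhibition above about 70%, limit read from the data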;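 further: 0% = full 14-3-3 plus peptide FRET controls and 100% = background without 14-3-3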
Target sequence (P63103 whole entry, looked up): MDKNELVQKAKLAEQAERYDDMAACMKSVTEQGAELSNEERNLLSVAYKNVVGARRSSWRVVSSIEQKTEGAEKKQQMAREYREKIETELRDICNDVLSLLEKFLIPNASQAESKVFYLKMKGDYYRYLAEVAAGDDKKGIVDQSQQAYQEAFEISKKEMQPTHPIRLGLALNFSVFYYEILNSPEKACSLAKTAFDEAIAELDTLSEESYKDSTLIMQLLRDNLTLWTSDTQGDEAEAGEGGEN
hK5 inh = inhibitors of human kallikrein 5; recombinant hK5, fluorogenic AMC substrate cleavage; inhibition, % at 5 µM; 210,000 tested, 0.59% active; AID 873;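 active means inhibition of 40% or more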;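 further: 0% = enzyme controls without compound and 100% = no-enzyme blanks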
FXIa inh = inhibitors of human coagulation factor XIa; purified FXIa, Boc-Glu-Ala-Arg-AMC fluorogenic substrate; inhibition, % at 5 µM; 220,000 tested, 0.14% active;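 active means inhibition of at least 40%; inactive means inhibition below 40%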;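 further: fluorescence of freed AMC excited at 355 nm; 0% = enzyme without compound and 100% = no enzyme blank; many of its hits are not listed in these tables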
Mdm2 ligase inh = Mdm2 E3 ligase (human) inhibition. 210,000 tested, 0.11% active. cell-based MDM2 ubiquitination luciferase reporter, 2 h; 0 = plate control, 100 = twice control, blank-subtracted. Q00987. signal enhancement, % at 5 µM;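 active means signal enhancement of 30% or more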;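 further: luminescence tracks abundance of the self-degrading MDM2-luciferase fusion protein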
Target sequence (Q00987 whole entry, looked up, the tested form may be a part): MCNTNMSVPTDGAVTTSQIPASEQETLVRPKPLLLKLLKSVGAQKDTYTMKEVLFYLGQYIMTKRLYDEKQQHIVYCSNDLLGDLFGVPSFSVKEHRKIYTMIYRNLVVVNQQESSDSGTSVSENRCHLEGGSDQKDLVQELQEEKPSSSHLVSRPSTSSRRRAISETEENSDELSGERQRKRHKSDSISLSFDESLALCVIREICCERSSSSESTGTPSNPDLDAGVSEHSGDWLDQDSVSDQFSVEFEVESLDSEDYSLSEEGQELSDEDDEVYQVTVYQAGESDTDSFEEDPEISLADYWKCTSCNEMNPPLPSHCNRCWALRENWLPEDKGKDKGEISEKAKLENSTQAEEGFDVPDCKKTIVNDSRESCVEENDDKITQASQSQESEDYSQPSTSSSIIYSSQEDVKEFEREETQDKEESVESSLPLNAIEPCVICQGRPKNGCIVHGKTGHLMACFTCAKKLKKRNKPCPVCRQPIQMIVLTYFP
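Assay system: mammalian cells stably expressing self-ubiquitinating, self-degrading MDM2 E3–luciferase fusion. Quantity: 2000 cells in each well. Medium: DMEM culture medium. Compound dosing: single-point 5 µM. Timing: cell settling 4 h, compound treatment 2 h, both 37 °C. Technique: luciferase luminescence. Read-out basis: percent signal gain over controls, blank-subtracted. Benchmarks: plate controls and plate blanks.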
An asterisk follows results filed as active; x = no result given; [ ] = dose if it differs, or a comment. Not a hit list; 3.5% or so of the library scored in one or more.

smiles | FXIIa inh 1536 | Rad51 HR inh | p97 ATPase inh | eIF4E 4G PPI | Wee1 stabilizer | 14-3-3 Bad PPI | hK5 inh | FXIa inh | Mdm2 ligase inh
CC(=O)n1cc([C@@H]2C=C(C(=O)N3CCOCC3)O[C@H](OCc3ccc(CO)cc3)C2)c2ccccc21 | 3.2 | -2.0 | 0.2 | 2.9 | 3.7 | -2.5 | -2.2 | -2.4 | x
Cc1ccc(-c2noc(CCC(=O)NCC3CCN(Cc4cccc(C)c4)CC3)n2)cc1 | -1.5 | -1.3 | -1.7 | 5.2[fluorescence artefact?] | 0.5 | -0.6[fluorescence artefact?] | 3.0 | -2.9 | 7.1
CCn1c(SCC(=O)N2CCCC(C)C2)nnc1-c1ccc(S(=O)(=O)N2CCN(C)CC2)cc1 (stereo not drawn) | 17.2 | 0.4 | -7.0 | 4.9[fluorescence artefact?] | -0.3 | 3.2 | -10.2 | 0.5 | -12.6
COc1ccc(NC(=O)Cn2nnc(C(=O)NCCc3ccc(OC)c(OC)c3)c2N)c(OC)c1 | -4.1 | 4.8 | -7.1 | -2.2 | -0.2 | -4.5 | -5.7 | -2.5 | -10.4
COc1ccccc1/C=C(/C(=O)OCC(=O)Nc1ccc(N(C)C)cc1)c1ccccc1 | 14.4 | -2.6 | 1.1 | 8.4 | -2.4 | -10.9 | -22.3 | 2.6 | -9.6
NCCCC[C@@H]1NC(=O)[C@H](CCC(=O)O)NC(=O)c2cc([N+](=O)[O-])cc(I)c2SC[C@@H](C(=O)NCC(N)=O)NC1=O | 13.0 | -3.4 | 6.7 | 5.0 | 1.5 | 48.4[fluorescence artefact?] | -9.5 | 4.2 | x
COC(=O)C1=C(C)Nc2c(c(=O)n(C)c(=O)n2C)C1c1cccnc1 (stereo not drawn) | 12.2 | -0.3 | 5.6 | -1.5[fluorescence artefact?] | 0.6 | 4.5 | -4.1 | 4.9 | 2.3
CC1C(Br)C(=O)NC(=O)N1Cc1ccccc1 (stereo not drawn) | 9.3 | 5.0 | 0.6 | -0.1 | -0.7 | -0.4 | 2.6 | -1.2 | 3.2
Cc1nc2cc(Cl)ccc2n1CCO | 5.5 | 0.8 | -1.5 | -3.1 | 2.2 | 1.9 | -11.0 | -0.4 | -2.5
CN(C)C(=S)Nc1cccc(C(F)(F)F)c1 | 10.7 | -4.5 | 8.2 | -1.8 | 0.4 | -2.3 | 0.7 | 2.3 | -7.1
CN(C)C(CNC(=O)Nc1cccc(Cl)c1)c1cccnc1 (stereo not drawn) | 3.0 | -2.1 | 4.7 | 5.0 | 2.6 | -4.0 | -7.8 | -0.3 | -5.0
Cc1c(C(=O)O)sc2nc(C)n(C)c(=O)c12 | 9.0 | -9.7 | 7.9 | -5.4[fluorescence artefact?] | -0.7 | 2.5 | -14.7 | -0.7 | -13.5
COC(=O)c1ccc(C2c3c(n[nH]c3C)C(=O)N2c2ccc(C)cc2)cc1 (stereo not drawn) | 2.1 | 0.8 | -1.1 | -1.4 | -1.5 | 2.3 | -5.8 | -5.3 | -8.1
O=c1c2ccccc2ncn1-c1ccccc1C(F)(F)F | 3.3 | -5.3 | -5.1 | -0.4 | 0.7 | -0.5 | -2.6 | -6.2 | -7.9
Fc1ccc2c(c1)C(c1cccnc1)=NNC(c1cccs1)=N2 | 14.3 | -2.4 | 2.3 | -0.9[fluorescence artefact?] | -2.5 | -9.3 | 10.6 | 21.6 | -2.5
O=C(Nc1ncc(Cc2ccccc2Cl)s1)c1ccc(-c2cccc([N+](=O)[O-])c2)o1 | 7.3 | 3.0 | 5.1 | 0.7 | 4.1 | -0.9 | -1.7 | 2.8 | 12.5
CCOC(=O)C1(C(F)(F)F)N=C(C(F)(F)F)Nc2cc(C)c(C)cc21 (stereo not drawn) | 17.6 | x | -2.2 | 2.2[fluorescence artefact?] | 1.8 | -0.6 | -7.0 | 5.2 | -7.6
C=CCNC(=O)/C(=C/c1cccc([N+](=O)[O-])c1)NC(=O)c1ccccc1 | 10.2 | -1.4 | 4.0 | -3.0 | 0.4 | -7.9 | 14.6 | 17.7 | -5.7
C/C(N)=C(/C#N)C(=O)CSc1nnc(NC(C)C)s1 | 21.6 | -7.9 | 3.5 | 2.7 | -1.3 | 17.1 | -11.2 | 8.5 | 1.9
CC(=O)Oc1ccc(/C=C2/CCc3ccccc3C2=O)cc1 | 7.5 | -2.7 | -14.7 | -0.2 | 2.5 | -1.6 | -7.2 | 0.8 | -76.2
CCOC(=O)N/N=C/c1cc(OC)c(O)c(OC)c1 | 14.0 | x | 3.8 | -3.7 | 0.2 | 0.8 | -14.1 | 9.8 | -8.7
O=C(CN1CCCc2ccccc21)NC(=O)NCc1ccccc1 | 0.5 | 8.4 | -0.7 | -7.2 | 3.1 | -6.2 | -2.2 | -6.0 | x
COCCCn1c(SCC(=O)Nc2ccc(NC(=O)c3ccco3)c(OC)c2)nc2ccccc2c1=O | 17.1 | -2.0 | 0.3 | 6.5 | 1.6 | 22.4[fluorescence artefact?] | -23.3 | 9.2 | 6.2
CCOc1ccccc1-c1nc2c(C(C)(C)C)nn(C)c2c(=O)[nH]1 | 5.5 | -5.4 | 8.3 | 2.0 | 0.5 | -13.7 | -1.4 | -2.9 | 5.9

Reformatted with values under each structure: part of the list above
Below each SMILES – FXIIa inh 1536 | Rad51 HR inh | p97 ATPase inh | eIF4E 4G PPI | Wee1 stabilizer | 14-3-3 Bad PPI | hK5 inh | FXIa inh | Mdm2 ligase inh
> CC(=O)n1cc([C@@H]2C=C(C(=O)N3CCOCC3)O[C@H](OCc3ccc(CO)cc3)C2)c2ccccc21
→ 3.2 | -2.0 | 0.2 | 2.9 | 3.7 | -2.5 | -2.2 | -2.4 | x
> Cc1ccc(-c2noc(CCC(=O)NCC3CCN(Cc4cccc(C)c4)CC3)n2)cc1
→ -1.5 | -1.3 | -1.7 | 5.2[fluorescence artefact?] | 0.5 | -0.6[fluorescence artefact?] | 3.0 | -2.9 | 7.1
> CCn1c(SCC(=O)N2CCCC(C)C2)nnc1-c1ccc(S(=O)(=O)N2CCN(C)CC2)cc1 (stereo not drawn)
→ 17.2 | 0.4 | -7.0 | 4.9[fluorescence artefact?] | -0.3 | 3.2 | -10.2 | 0.5 | -12.6
> COc1ccc(NC(=O)Cn2nnc(C(=O)NCCc3ccc(OC)c(OC)c3)c2N)c(OC)c1
→ -4.1 | 4.8 | -7.1 | -2.2 | -0.2 | -4.5 | -5.7 | -2.5 | -10.4
> COc1ccccc1/C=C(/C(=O)OCC(=O)Nc1ccc(N(C)C)cc1)c1ccccc1
→ 14.4 | -2.6 | 1.1 | 8.4 | -2.4 | -10.9 | -22.3 | 2.6 | -9.6
> NCCCC[C@@H]1NC(=O)[C@H](CCC(=O)O)NC(=O)c2cc([N+](=O)[O-])cc(I)c2SC[C@@H](C(=O)NCC(N)=O)NC1=O
→ 13.0 | -3.4 | 6.7 | 5.0 | 1.5 | 48.4[fluorescence artefact?] | -9.5 | 4.2 | x
> COC(=O)C1=C(C)Nc2c(c(=O)n(C)c(=O)n2C)C1c1cccnc1 (stereo not drawn)
→ 12.2 | -0.3 | 5.6 | -1.5[fluorescence artefact?] | 0.6 | 4.5 | -4.1 | 4.9 | 2.3
> CC1C(Br)C(=O)NC(=O)N1Cc1ccccc1 (stereo not drawn)
→ 9.3 | 5.0 | 0.6 | -0.1 | -0.7 | -0.4 | 2.6 | -1.2 | 3.2
> Cc1nc2cc(Cl)ccc2n1CCO
→ 5.5 | 0.8 | -1.5 | -3.1 | 2.2 | 1.9 | -11.0 | -0.4 | -2.5
> CN(C)C(=S)Nc1cccc(C(F)(F)F)c1
→ 10.7 | -4.5 | 8.2 | -1.8 | 0.4 | -2.3 | 0.7 | 2.3 | -7.1

A stretch from the list above, for reference:
smiles | FXIIa inh 1536 | Rad51 HR inh | p97 ATPase inh | eIF4E 4G PPI | Wee1 stabilizer | 14-3-3 Bad PPI | hK5 inh | FXIa inh | Mdm2 ligase inh
COCCCn1c(SCC(=O)Nc2ccc(NC(=O)c3ccco3)c(OC)c2)nc2ccccc2c1=O | 17.1 | -2.0 | 0.3 | 6.5 | 1.6 | 22.4[fluorescence artefact?] | -23.3 | 9.2 | 6.2
CCOc1ccccc1-c1nc2c(C(C)(C)C)nn(C)c2c(=O)[nH]1 | 5.5 | -5.4 | 8.3 | 2.0 | 0.5 | -13.7 | -1.4 | -2.9 | 5.9
